PAFAH1B3 FP inh: blocks human PAF acetylhydrolase 1B catalytic subunit 3; inhibition, % at 3.39 µM; recombinant PAFAH1B3, FP-rhodamine probe, fluorescence polarization; actives 0.28% (n = 340,000); AID 492972; Q15102;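 active means inhibition above the screen-wide average of all tested compounds plus 3 SD, cut at about 25% in these data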;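 further: 0% = enzyme with DMSO only and 100% = wells lacking PAFAH1B3 protein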
Target sequence (Q15102 whole entry, looked up): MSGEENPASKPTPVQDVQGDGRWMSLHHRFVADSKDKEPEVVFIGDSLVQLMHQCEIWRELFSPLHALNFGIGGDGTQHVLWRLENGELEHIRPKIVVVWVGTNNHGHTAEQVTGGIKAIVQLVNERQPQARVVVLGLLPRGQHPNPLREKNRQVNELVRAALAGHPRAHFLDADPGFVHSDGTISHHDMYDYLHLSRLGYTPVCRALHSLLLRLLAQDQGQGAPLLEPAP
PAFAH1B2 inh: PAFAH1B2 (human) inhibition | P68402 | recombinant PAFAH1B2, FP-rhodamine activity probe, fluorescence polarization | inhibition, % at 3.39 µM | actives 1.2% (n = 340,000) | AID 492953;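 active means inhibition above the mean of all tested compounds plus 3 SD, cut at about 24% in these data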;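 further: 0% = enzyme with DMSO and 100% = wells lacking PAFAH1B2; many of its hits are not listed in these tables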
Target sequence (P68402 whole entry, looked up): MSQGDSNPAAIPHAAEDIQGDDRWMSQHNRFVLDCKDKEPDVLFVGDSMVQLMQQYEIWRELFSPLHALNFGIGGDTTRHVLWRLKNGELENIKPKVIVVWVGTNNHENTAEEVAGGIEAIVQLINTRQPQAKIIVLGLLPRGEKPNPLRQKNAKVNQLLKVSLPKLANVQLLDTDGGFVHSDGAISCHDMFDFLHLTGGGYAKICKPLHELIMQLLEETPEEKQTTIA
PAFAH2 inh: PAFAH2 (human) inhibition; inhibition, % at 3.39 µM; actives 0.99% (n = 340,000); AID 492956; recombinant PAFAH2, FP-rhodamine activity probe, fluorescence polarization;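 active means inhibition above the mean over all tested compounds plus 3 SD, cut at about 30% in these data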;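 further: inhibitors block probe labeling of enzyme so polarization drops; 0% = enzyme with DMSO and 100% = wells lacking PAFAH2 protein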
* hit, by the source's call. This is a subset; the hit share may differ from the screen's.

SMILES | PAFAH1B3 FP inh | PAFAH1B2 inh | PAFAH2 inh
Cc1cccc(OCCCC(=O)N2CCCCCC2)c1C | 2 | -1 | -3
COc1ccc(C(=O)Nc2ccccc2[N+](=O)[O-])cc1S(=O)(=O)N1CCOCC1 | -2 | 3 | 1
CCN(CC(=O)Nc1ccccc1OC)C(=O)CN1C(=O)NC(C)(c2ccc3ccccc3c2)C1=O (stereo unspecified) | 4 | 3 | -1
Cc1ccc(S(=O)(=O)N2CCSCCSCCSCCSCC2)cc1 | 9 | 1 | -4
CCc1c(C)c2ccc(O)c(CN3CCCC3)c2oc1=O | 10 | 10 | -2
CCCC(O)(c1ccc(CC)cc1)C(CN1CCOCC1)c1ccccc1 (stereo unspecified) | 3 | 13 | -2
O=S(=O)(c1ccc(F)cc1F)N1CCN(CCO)CC1 | 7 | 1 | 8
COc1ccc(/C=C/C(=O)N2CCN(c3ccccn3)CC2)cc1 | 13 | 2 | 1
COc1cc(/C=N\NC(=O)CC#N)ccc1OC/C=C/c1ccccc1 | 2 | -2 | 2
CCOC(=O)c1c(C)[nH]c(C(=O)OCC(=O)N(CC)c2c(N)n(Cc3ccccc3)c(=O)[nH]c2=O)c1C | -3 | 6 | 0
Fc1ccc(-c2nnc3ccccn23)cc1 | 11 | 5 | -7
CCOC(=O)C1=C(C(=O)OCC)c2ccc(OC)c(OC)c2C1 | 6 | 3 | 5
N#Cc1ccc(CN2CCN(C(=O)CN3C(=O)NC4(CCCC4)C3=O)CC2)cc1 | 10 | 7 | -1
O=C(Nc1cccc(C(=O)N2CCCC2)c1)C1CC1 | 0 | -1 | -2
COc1ccccc1NS(=O)(=O)c1cc(NC(=O)c2ccccc2C)ccc1N1CCOCC1 | 7 | -1 | -7
CCn1c(SCC(=O)Nc2ccc(OC)c(S(=O)(=O)N3CCCCC3)c2)nnc1C1CC1 | 8 | 4 | 14
N#Cc1ccccc1S(=O)(=O)N1CCN(c2nc(-c3cccnc3)nc3ccccc23)CC1 | 7 | -1 | 9
O=C1C=CC(=O)N1CCNc1ncc(C(F)(F)F)cc1Cl | 11 | 8 | -3
Cc1cccc2cc(CN(CCCO)C(=O)Nc3ccc(Cl)cc3)c(=O)[nH]c12 | 1 | 2 | -1
CC(=O)c1ccc(NC(=O)COC(=O)C2CCN(S(=O)(=O)c3cccs3)CC2)cc1 | 7 | -1 | 0
Cn1c(=S)[nH]c2scc(-c3cccs3)c2c1=O | 6 | 0 | 7
Cc1ccc(N(C(=O)c2snc(C(N)=O)c2N)C(C(=O)NC2CCCC2)c2ccco2)cc1 (stereo unspecified) | 2 | -3 | -1
CN(CC(=O)Nc1ccc(F)c(F)c1F)C(=O)C1CC(=O)N(C2CCCC2)C1 (stereo unspecified) | 2 | 4 | 5
O=[N+]([O-])c1cccc(C=NNC(=S)NC23CC4CC(CC(C4)C2)C3)c1 | 8 | -2 | 2
COc1ccc(CNC(=O)c2cccc(S(=O)(=O)N3CCN(c4ccc(F)cc4)CC3)c2)cc1 | 3 | 2 | -13
The list continues:
SMILES | PAFAH1B3 FP inh | PAFAH1B2 inh | PAFAH2 inh
C=CCN1C(=O)c2ccc(C(=O)OCC(=O)N(CC)c3c(N)n(Cc4ccccc4)c(=O)[nH]c3=O)cc2C1=O | 3 | 3 | 1
COc1ccc(Br)cc1/C=N/Nc1ccccn1 | 11 | 1 | 4
O=C(Nc1ccccc1)OCCNC1CCCCC1 | 3 | 0 | 1
O=C(C1CCC(=O)N(C2CC2)C1)N1CCC(Oc2cccc(C(F)(F)F)c2)CC1 (stereo unspecified) | 1 | 5 | 0
Cc1ccc(NC(=O)/C=C/c2ccc(S(=O)(=O)N3CCOCC3)cc2)cc1S(=O)(=O)N(C)C | -3 | -4 | -22
COC(=O)[C@@H](Cc1ccccc1)NC(=O)Cn1cc(C)c(=O)[nH]c1=O | 8 | 2 | -4
Cc1nnc(NC(=O)CSc2nc(C(C)C)nc3sc(C)c(C)c23)s1 | 6 | 5 | -6
O=C(Nc1cc(S(=O)(=O)N2CCOCC2)ccc1N1CCCC1)c1ccc(Cl)cc1 | 15 | 4 | 2
O=C(c1ccc(OCC2CCCO2)cc1)N1CCN(S(=O)(=O)c2cccc(F)c2)CC1 (stereo unspecified) | 5 | -2 | -2
CN(C)CCCNc1cc(Cl)c(S(=O)(=O)N2CCCCC2)cc1C(=O)O | 0 | 10 | -1
CC(=O)Nc1ccc(S(=O)(=O)NNC(=O)c2cccc([N+](=O)[O-])c2)cc1 | 2 | -3 | 2
CC1C(=O)c2ccccc2CC1C(=O)O (stereo unspecified) | 6 | 6 | -3
CCCCOc1cccc(C2C(C(=O)c3ccc(C)o3)=C(O)C(=O)N2c2nnc(C)s2)c1 (stereo unspecified) | -2 | -8 | 3
O=C(/C=C/c1ccccc1)Nc1cccc(C(=O)NC2CC2)c1 | 4 | 0 | -4
CCN(CC)CCC(O)(c1ccc2c(c1)OCO2)c1cc(OC)c(OC)c(OC)c1 (stereo unspecified) | 4 | 6 | 1
CCOc1ccc(Nc2nc(N)c3ccccc3n2)cc1 | 9 | 1 | 2
COc1cccc(NC(=O)CN(C)C(=O)CCC(=O)c2cc(C)sc2C)c1 | 9 | 1 | -7
CCOC(=O)c1c(SC)n(-c2ccccc2)c(=S)n(-c2ccccc2)c1=O | 1 | 8 | 0
COc1cc(CN2CCN(C(O)(c3ccccc3)c3ccccc3)CC2)cc(OC)c1OC | 4 | 4 | -6
Cc1ccc2nc(SCC(=O)c3c(N)n(C4CC4)c(=O)[nH]c3=O)[nH]c2c1 | 5 | 5 | 6
CCN(CC(=O)Nc1ccc(NC(C)=O)cc1)C(=O)c1cc(-c2ccccc2Cl)nc2ccccc12 | 8 | 4 | 1
Cc1cccc(C(=O)OC(C)C(=O)N2CCN(Cc3ccccc3)CC2)c1 (stereo unspecified) | -3 | 3 | -2
CSCCC(NC(=O)c1ccccc1Cl)C(=O)N1CCCC(C)C1 (stereo unspecified) | -2 | 3 | -4
Cc1cccc(NC(=O)c2cnc3ccccn3c2=O)c1 | 5 | 2 | -11
O=C(Cc1ccccc1)NCCCNC(=O)Cc1ccccc1 | -1 | 4 | 13

Exported with values under each structure: entries from further up
Values run as follows: PAFAH1B3 FP inh | PAFAH1B2 inh | PAFAH2 inh
- C=CCN1C(=O)c2ccc(C(=O)OCC(=O)N(CC)c3c(N)n(Cc4ccccc4)c(=O)[nH]c3=O)cc2C1=O
→ 3 | 3 | 1
- COc1ccc(Br)cc1/C=N/Nc1ccccn1
→ 11 | 1 | 4
- O=C(Nc1ccccc1)OCCNC1CCCCC1
→ 3 | 0 | 1
- O=C(C1CCC(=O)N(C2CC2)C1)N1CCC(Oc2cccc(C(F)(F)F)c2)CC1 (stereo unspecified)
→ 1 | 5 | 0
- Cc1ccc(NC(=O)/C=C/c2ccc(S(=O)(=O)N3CCOCC3)cc2)cc1S(=O)(=O)N(C)C
→ -3 | -4 | -22
- COC(=O)[C@@H](Cc1ccccc1)NC(=O)Cn1cc(C)c(=O)[nH]c1=O
→ 8 | 2 | -4
- Cc1nnc(NC(=O)CSc2nc(C(C)C)nc3sc(C)c(C)c23)s1
→ 6 | 5 | -6
- O=C(Nc1cc(S(=O)(=O)N2CCOCC2)ccc1N1CCCC1)c1ccc(Cl)cc1
→ 15 | 4 | 2
- O=C(c1ccc(OCC2CCCO2)cc1)N1CCN(S(=O)(=O)c2cccc(F)c2)CC1 (stereo unspecified)
→ 5 | -2 | -2
- CN(C)CCCNc1cc(Cl)c(S(=O)(=O)N2CCCCC2)cc1C(=O)O
→ 0 | 10 | -1
- CC(=O)Nc1ccc(S(=O)(=O)NNC(=O)c2cccc([N+](=O)[O-])c2)cc1
→ 2 | -3 | 2
- CC1C(=O)c2ccccc2CC1C(=O)O (stereo unspecified)
→ 6 | 6 | -3
- CCCCOc1cccc(C2C(C(=O)c3ccc(C)o3)=C(O)C(=O)N2c2nnc(C)s2)c1 (stereo unspecified)
→ -2 | -8 | 3

Next records follow.
SMILES | PAFAH1B3 FP inh | PAFAH1B2 inh | PAFAH2 inh
CC(=O)Nc1c(Cl)cc2c(c1Cl)Cc1cc(N)ccc1-2 | 8 | 0 | -11
CC(C)C(=O)N1CCN(CCN2C(=O)c3cccc4cccc(c34)C2=O)CC1 | 4 | 6 | -3
CC(=O)c1ccc2c(c1)CCN2 | 1 | 2 | -6
Cc1ccc(NC(=O)CN2C(=O)S/C(=C\c3ccc(-c4cccc(C(=O)O)c4C)o3)C2=O)cc1C | 5 | 2 | -25
Cc1nc2ccccc2nc1N1CCCCC1 | -4 | 8 | 8
COCCNC(=O)CCCn1c(=O)c2ccccc2n(CC(=O)NCCC2=CCCCC2)c1=O | 5 | 1 | 0
O=c1cc2c(=O)oc3cc(O)c(O)oc3c2c(O)c1O | 79* | 30* | 62*
CC1=NN(c2ccccc2)C(=O)/C1=C/C=C/c1ccc(N(C)C)cc1 | 7 | 5 | -4
Cn1c(=O)[nH]c2c(c(C(=O)O)nn2C)c1=O | 4 | -1 | 5
Cc1ccc(C(=O)Cc2ccccc2)c(O)c1 | 10 | 3 | 5
COc1ccc(Nc2ccc3ccccc3c2)cc1 | 10 | 3 | 6
CC1CCCCC1NC(=O)c1ccco1 (stereo unspecified) | -3 | 0 | -4
CCOc1ccccc1CN1CCN(Cc2c[nH]c3ccccc23)CC1CCO (stereo unspecified) | -6 | 4 | 4
COc1cc(-c2nnc(-c3ccc(S(=O)(=O)c4ccccc4)cc3)o2)cc(OC)c1OC | 2 | 10 | -6
CCC1=C(CC2NCCc3ccccc32)CC2c3cc(OC)c(OC)cc3CCN2C1 (stereo unspecified) | 3 | -5 | -4
CCC(CC)CN1CCC(CN2C(=S)NC[C@@H]2CC(C)C)CC1 | 9 | 5 | 1
c1ccc2nc(N3CCCC3)c(N3CCCCC3)nc2c1 | 1 | 3 | -4
OCC[C@H]1NCc2cc(CO)cc(-c3ccccc3)c21 | 2 | 3 | -4
O=C(COC(=O)c1cc(S(=O)(=O)N2CCCC2)ccc1O)NCc1ccccc1 | 8 | 4 | 13
CCCN(CCC)S(=O)(=O)c1cc2c(cc1Br)CCN2C(=O)CC | 16 | 7 | 1
Cc1cc(OCC(=O)N(C)Cc2ccccc2)ccc1Br | 1 | 8 | 8
COc1ccc(N2CCN(C(=O)c3ccc(Cl)c(S(=O)(=O)N4CCOCC4)c3)CC2)cc1 | 5 | -1 | -9
Cc1ccc(SC[C@H](c2ccccc2)N2CCN(CC(C)C)CCC2=O)cc1 | 0 | 9 | 7
CCOc1ccc(C(CC(=O)O)NC(=O)Cc2ccccc2)cc1OC (stereo unspecified) | 1 | 5 | 0
CC(C)C(NC(=O)c1c(F)cccc1F)C(=O)NCc1ccncc1 (stereo unspecified) | 8 | 10 | 8
(continued)
SMILES | PAFAH1B3 FP inh | PAFAH1B2 inh | PAFAH2 inh
Cc1cc(-c2n[nH]c(=S)n2/N=C/c2cc([N+](=O)[O-])ccc2Cl)n[nH]1 | 2 | 0 | 5
CC(C)Oc1ccc(C(=O)Nc2cc(S(=O)(=O)N3CCOCC3)ccc2N2CCOCC2)cc1 | -1 | 0 | -1
OCC1OC(n2cnc3c(SCc4ccccc4)ncnc32)C(O)C1O (stereo unspecified) | 4 | 5 | -1
COc1ccc2nc(C)cc(Nc3ccc(C)cc3)c2c1 | 3 | 0 | 1
O=C(NCc1ccco1)c1cccc(S(=O)(=O)N2CCCC2)c1 | 16 | -1 | 5
CC(C)C(=O)Nc1cccc(COc2ccccc2CN(Cc2ccccc2)C(=O)OC(C)(C)C)c1 | -1 | -2 | -7
O=Cc1nccc2ccccc12 | 3 | 2 | 2
CCOc1ccc2[nH]cc(C(=O)NCc3ccc(F)cc3)c(=O)c2c1 | 2 | 1 | 1
CC(Sc1nnc(C2CC2)n1C1CC1)C(=O)NCc1cccs1 (stereo unspecified) | 11 | 5 | -4
CCC(C)c1ccc(NC(=O)c2ccco2)cc1 (stereo unspecified) | 2 | 9 | 4
COc1ccc(C=NNC(=S)Nc2ccc(F)cc2)cc1OC | 16 | 3 | 3
O=C1CCc2cc(S(=O)(=O)NCc3ccc(F)cc3)cc3c2N1CC3 | 7 | 9 | 0
CCOC(=O)C1=C(COC(=O)c2nc(Cl)ccc2Cl)NC(=O)NC1C (stereo unspecified) | 4 | 3 | -3
CCN(CC)S(=O)(=O)c1ccc(N2CCN(S(=O)(=O)c3ccccc3)CC2)nc1 | 7 | 1 | 1
CS(=O)(=O)c1ccc(Cl)c(NC(=O)CN2CCN(S(=O)(=O)/C=C/c3ccccc3)CC2)c1 | 8 | -8 | 5
CN(C)CCCNc1ncnc2c1cnn2Cc1ccccc1Cl | 4 | -1 | 0
COc1ccc(CCN2CC(C(=O)N(C)CC(=O)Nc3ccc(F)c(F)c3F)CC2=O)cc1OC (stereo unspecified) | 5 | -5 | 0
Cc1cccc(NC(=O)c2cc3c(n(-c4ccccc4)c2=O)CCCC3=O)n1 | 13 | 4 | 5
Cc1cc(=O)oc2c3c(cc(OCC(=O)NC(C)C)c12)OC(C)(C)CC3 | -3 | -2 | 11
O=[N+]([O-])c1ccc(/C=C/C2=NN(c3ccccc3)C(c3ccco3)C2)o1 (stereo unspecified) | -77 | -46 | -60
Cn1c(=O)c2c(ncn2CC(=O)OCC(=O)NCCc2ccccc2)n(C)c1=O | 0 | 1 | -2
Cc1ccc(NC(=O)C(C)N2C(=O)c3ccccc3C2=O)cc1S(=O)(=O)N1CCOCC1 (stereo unspecified) | 4 | -3 | -1
CCc1cc[n+](C(C(=S)Nc2cccc(C)c2)=C([O-])c2ccc(C)c([N+](=O)[O-])c2)cc1 | 3 | -2 | 4
Cc1ccc(NC(NC(=O)Cc2ccccc2)C(Cl)(Cl)Cl)cc1 (stereo unspecified) | 8 | 14 | 3
COc1ccccc1CNCCS(=O)(=O)NCc1ccccc1OC | 6 | 4 | -1

High-throughput results deposited in PubChem BioAssay by The Scripps Research Institute Molecular Screening Center.
